Screening results deposited in PubChem by several laboratories.
MT stabilize HCS: stabilizes microtubules in HeLa cells. % tubulin-high responders, % at 10 µM. 200,000 compounds, 0.83% hits. HeLa tubulin immunostaining HCS, 24 h; share of cells brighter than vehicle mean+2SD;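 active = plate Z-score above 3 for both tubulin-high and condensed-nucleus cell shares, with cell loss under 80%, at 10 µM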;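 note: anti alpha tubulin signal scored within the nucleus-defined area of each cell; some results filed as inactive read as strong as hits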
WT yeast gro inh: growth inhibition of WT yeast, mitochondrial fusion screen; mitochondrial fusion phenotypic screen, WT strain; inhibition, % at 10 µM; 190,000 compounds, 2.1% hits; AID 1362; in the data active = inhibition above about 58%; tested in S. cerevisiae
HEK293 NOD2/NF-kB: NOD2 signaling inhibitors, cell-based, luminescence, uHTS, HEK293 (AID 1566) | HEK293 NOD2/NF-kB luciferase reporter, luminescence; higher % means a stronger effect | inhibition, % at 4 µM, or EC50 in µM where a hit was titrated | 290,000 compounds, 0.63% hits; in the data active = inhibition above about 50%; note: many of its hits are not listed in these tables
Autophagy mod: modulators of autophagy | 190,000 compounds, 0.98% hits | MEF GFP-LC3 puncta imaging; test concentration mostly 10 µM | calls only at 10 µM (by protocol) | AID 463193;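 active = percentage of spot-positive cells more than 3 SD above its plate mean, without a fluorescence outlier flag or 80% toxicity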;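 note: spot-positive cell cutoff set from DMSO-treated cells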
Yfh1-off respiration: enhancers of respiration in Yfh1-depleted yeast, dose response, Friedreich's ataxia, plus single-dose screen (AID 1465); 220,000 compounds, 0.074% hits; one-dose fold induction at 50 µM; EC50 in µM for titrated hits; S. cerevisiae Yfh1-off respiration, WST-1 reduction, 72 h; higher fold induction means a stronger effect;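 active = fold induction of absorbance versus untreated yeast above a set limit, then at least 30% activation at any dose in follow-up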;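 note: activators that raise dye reduction in frataxin-depleted yeast; strong numbers were not always called active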
Lipid droplet: modulators of hepatic lipid droplet formation; AML12 mouse hepatocytes, oleate lipid droplets, BODIPY imaging; inhibition, % at 6.5 µM; 240,000 compounds, 0.4% hits;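 active = lipid droplet intensity inhibited by at least 50%, with more than 500 cells counted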
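Material – AML12 mouse liver cells · Also added – oleate loading, 100 µM · Compound dosing – 6.5 µM single-point dosing · Times – overnight treatment with compound plus oleate · Measured by – fluorescence imaging, 20x objective, two fields per well · Read-out – percent inhibition of filter-corrected integrated lipid droplet intensity per well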
Dynein transport: blocks dynein driven cargo transport along microtubules. 3617.4 mouse cells, GR-EGFP nuclear translocation imaging; test concentration mostly 20 µM; stimulated with dexamethasone, 1 µM; active compounds read low. z-score, hits read low. 220,000 compounds, 0.47% hits. AID 1381;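 active = plate z-score of nuclear minus cytoplasmic receptor signal below a set negative limit, without overly bright fluorescence or cell loss, cut at about -3.5 in these data, passing the limit was not always enough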;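 note: z-score of nuclear minus cytoplasmic ring GR-EGFP intensity difference per well; some compounds called inactive have numbers as strong as hits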
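Buffer or medium: tetracycline-free induction medium containing charcoal-stripped FBS / Reagent: dexamethasone agonist, 1.0 µM final, for 30 min / Technique: automated 10x imaging of fixed Hoechst-stained cells / Times: induction 48 h, compound 1 h, agonist 30 min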
Ins promoter up: MIN6 insulin promoter up-regulation; AID 1625; 190,000 compounds, 0.3% hits; MIN6 insulin promoter-GFP reporter, high-content imaging; active compounds read high; z-score at 5 µM;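 active = z-score above 3 at 5 µM with at least 500 cells counted in the well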
bCat nuc transl: alters nuclear translocation of beta-catenin in HeLa cells; nuclear translocation activity, % at 5 µM; 190,000 compounds, 0.3% hits; immunofluorescence imaging; AID 1665;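 active = nuclear translocation activity above 50% at 5 µM, with a well cell count of 50 or more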;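 note: per-cell ratio of nuclear to cytoplasmic median beta-catenin stain intensity; plate controls were DMSO negative control for no effect and GSK-3 inhibitor IX positive control for full effect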
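Test system: human HeLa cell line; Doses: 5 µM primary, 0.02–20 µM confirmation; Incubation: 24 h compound exposure, 37°C; Detection: beta-catenin immunofluorescence imaging with DAPI; Read-out: beta-catenin nuclear/cytoplasmic ratio, % activation.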
WT yeast gro inh mutant strain: also measured in WT yeast gro inh; calls as there; inhibition, %; mitochondrial fusion phenotypic screen, mutant strain inhibition
Dynein transport cytoplasmic EGFP: also measured in Dynein transport; calls as there; z-score; measured here: cytoplasmic GR-EGFP intensity; active compounds read high
Dynein transport nuclear GR-EGFP: further read-out of Dynein transport, marked with its call; z-score; measured here: nuclear GR-EGFP intensity;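 lower value marks the stronger effect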
Dynein transport cell count: further read-out of Dynein transport, marked with its call; z-score; measured here: cell count per field
Ins promoter up cell count: also measured in Ins promoter up; calls as there; cell count; measured here: cytotoxicity, nuclei count;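 total cells summed across four imaged fields per well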
Lipid droplet cells 6.5 µM: second read-out of Lipid droplet, no call of its own (marks repeat the call); cell count; measured here: cell count, cytotoxicity flag;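 cells counted across two imaged fields per well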
bCat nuc transl cell count 5 µM: second read-out of bCat nuc transl, no call of its own (marks repeat the call); cell count; measured here: cell count, cytotoxicity flag
MT stabilize HCS Hoechst-high %: further read-out of MT stabilize HCS, marked with its call; % Hoechst-high responders; measured here: nuclear condensation Hoechst responders;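 share of cells brighter than vehicle mean plus two SD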
MT stabilize HCS cytotoxicity %: second read-out of MT stabilize HCS, no call of its own (marks repeat the call); toxicity, %; measured here: cytotoxicity by cell density;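 0% = mean cell density of plate MIN control wells and 100% = no cells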
Autophagy mod cell loss 18 h: second read-out of Autophagy mod, no call of its own (marks repeat the call); toxicity, %; measured here: cell loss, nuclei count;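 cell loss after 18 h compound exposure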
* hit, by the source's call; i = inactive; / = not tested or not shown. Not all compounds are listed, so the mix of outcomes need not match the whole.

SMILES	MT stabilize HCS	MT stabilize HCS Hoechst-high %	MT stabilize HCS cytotoxicity %	WT yeast gro inh	WT yeast gro inh mutant strain	HEK293 NOD2/NF-kB	Autophagy mod	Autophagy mod cell loss 18 h	Yfh1-off respiration	Lipid droplet	Lipid droplet cells 6.5 µM	Dynein transport	Dynein transport cytoplasmic EGFP	Dynein transport nuclear GR-EGFP	Dynein transport cell count	Ins promoter up	Ins promoter up cell count	bCat nuc transl	bCat nuc transl cell count 5 µM
O=C(N/N=C/c1cc(Br)cs1)c1ccccc1[N+](=O)[O-]	3.5	4.8	7.0	-4.5	-7.4	20.3%	i	3.4	i	-1.2	599	0.00558	-0.319	-0.172	0.1	-0.38	1439	-1.5	1073
CCOc1ccc(-c2n[nH]c(C)c2Oc2ccccc2OC)c(O)c1	2.8	3.1	1.1	-6.0	-9.4	-3.3%	i	16.5	i	/	/	0.348	-0.287	-0.275	0.569	-0.63	1014	-2.6	870
COc1cc(/C=C/C(=O)OCC(=O)Nc2ccc3c(c2)OCCO3)ccc1O	5.3	1.6	0.8	-12.0	-3.8	-9.3%	i	5.3	i	-5.6	693	0.0741	-0.224	0.117	-0.119	0.16	1402	1.9	1028
O=C(NC1CCCC1)C1CCN(S(=O)(=O)c2cccc3cccnc23)CC1	1.1	2.4	14.1	15.3	7.0	11.3%	i	60.3	i	/	/	0.957	-0.267	0.53	-1.21	-0.38	1606	-0.4	1351
COc1cccc(C2CC(C(F)(F)F)n3ncc(C(=O)Nc4c(C)n(C)n(-c5ccccc5)c4=O)c3N2)c1 (stereo not drawn)	2.0	2.1	17.1	3.4	-4.0	16.9%	i	-0.2	i	-9.9	779	0.829	-0.264	0.69	0.144	-1.08	1224	-0.4	469
O=C(CCc1ccc(S(=O)(=O)NC2CCCCC2)cc1)NCc1ccccn1	2.6	2.6	4.7	-8.4	-4.8	8.1%	i	18.1	i	5.7	758	0.0763	-0.225	0.176	0.211	1.24	1574	-0.9	1639
CCC(=O)Nc1cc2c(cc1C(=O)CC)OCCO2	3.8	2.2	4.5	17.6	9.4	-8.4%	i	2.6	i	/	/	0.374	-0.215	0.179	0.608	0.56	1090	-1.7	1178
CCOc1ccc(NC(=O)CSc2nnc(C)n2CC2CCCO2)cc1 (stereo not drawn)	2.0	0.8	8.5	-5.3	0.5	10.1%	i	-3.6	i	0.6	760	1.82	0.0247	1.14	-1.33	-0.58	895	-1.3	1205
NC(=O)CSc1nc2ccccc2nc1SCC(N)=O	5.8	2.0	6.5	-4.1	-9.4	3.8%	i	2.8	i	2.3	725	-0.576	-0.309	-0.235	0.191	-0.16	1183	-1.6	1068
Cc1nc2sccn2c1P(c1c(C)nc2sccn12)c1c(C)nc2sccn12	5.2	2.2	4.3	-20.2	-19.4	18.8%	i	-19.2	i	/	/	-0.099	-0.138	0.158	0.337	-0.48	1282	1.7	1129
COc1ccc(-c2ccc([C@H]3[C@@H]4C=CCC[C@@]4(C)C(=O)N3Cc3ccccc3)c(F)c2)cc1	/	/	/	/	/	0.6%	/	/	i	-28.5	690	0.364	-0.289	0.162	-0.515	/	/	-2.0	1133
CCCC[n+]1ccn(C2=C([O-])c3ccccc3C(=O)/C2=N\S(=O)(=O)c2ccc(Cl)cc2)c1	/	/	/	/	/	29.4%	/	/	i	1.6	682	0.58	-0.199	0.459	-0.257	-0.22	1037	1.7	1241
COc1cc(C2CC(=O)NC3=C2C(=O)CC(C)(C)C3)ccc1O (stereo not drawn)	3.1	0.9	2.8	-1.3	-18.3	12.6%	i	-1.2	i	-6.5	694	-0.121	-0.257	-0.2	-0.568	-0.07	1050	2.6	911
CCCS(=O)(=O)N1CCCC(C(=O)NC(C)c2ccc3c(c2)OCCO3)C1 (stereo not drawn)	4.4	1.8	3.9	1.6	5.3	9.1%	i	2.9	i	-6.8	625	0.664	-0.201	0.371	0.156	0.3	1222	/	/
CC(C)CNC(=S)NC1CC2CCCC(C1)N2Cc1ccco1 (stereo not drawn)	3.4	1.8	3.5	34.1	-0.3	14.9%	i	11.0	i	/	/	0.858	1.69	1.48	-2.19	-0.5	1574	1.0	1325
CN(C)c1ccc(C(=O)NC2CCCc3ccccc32)cc1 (stereo not drawn)	2.4	2.4	4.3	-0.4	5.7	-11.6%	i	24.4	i	3.5	664	-0.139	-0.284	0.049	0.422	-0.39	1559	-1.7	846
CCOc1ccccc1NC(=O)CC1Nc2cc(C)c(C)cc2NC1=O (stereo not drawn)	22.9*	16.2*	27.7*	1.6	-6.2	18.2%	i	18.3	i	58.6*	715*	-1.42	1.41	-0.154	0.565	-0.21	1205	/	/
COCCN(C(=O)CCl)C(C(=O)NC1CCCCC1)c1ccccc1C (stereo not drawn)	7.5	4.0	6.9	14.0	10.8	/	i	15.5	i	-12.6	616	-4.4*	0.776*	-2.91*	0.404*	/	/	1.8	1010
Cc1nc(Nc2nc(CSc3ccc(Cl)cc3)cc(=O)[nH]2)nc2ccccc12	4.3	9.4	21.6	8.1	14.8	10.3%	i	5.4	i	-5.9	685	-0.13	-0.169	0.108	0.116	0.17	1328	-0.1	1086
COc1ccc(-n2nc(C(=O)NCc3cc(OC)ccc3OC)c3c4ccccc4n(C)c3c2=O)cc1	1.2	1.1	7.9	-3.1	-3.6	17.9%	i	17.4	i	-16.3	719	0.401	-0.333	0.302	0.205	/	/	0.0	1026
Cc1cccc(N(CC(=O)NC(C)(C)C)C(=O)CS(=O)CC(=O)Nc2ccc3c(c2)OCO3)c1 (stereo not drawn)	1.7	1.2	1.8	-5.0	-10.1	10.5%	i	0.6	i	0.5	701	-0.31	-0.276	-0.0895	0.628	-0.21	1503	-0.1	1004
c1ccc(-c2nnc(-c3ccccc3)o2)cc1	1.6	1.3	7.7	-10.1	2.4	-79.5%	i	-23.4	i	/	/	0.283	-0.112	1.07	-0.536	-0.29	1547	1.5	1331
COc1ccccc1N(CC(=O)N/N=C(\C)c1cccc(Br)c1)S(C)(=O)=O	1.6	1.6	6.5	3.8	-23.8	18.0%	i	-3.6	i	6.3	636	-0.466	0.104	-0.535	0.643	0.17	1379	-3.1	544
Cc1ccc(N2C(=O)c3cccc4c(Oc5ccccc5[N+](=O)[O-])ccc(c34)C2=O)c(C)c1	0.7	7.8	6.9	3.1	-18.6	28.1%	i	-4.5	i	-29.5	618	-0.127	0.519	-0.389	0.58	1.38	826	/	/
O=C(Cc1cccs1)N/N=C/C=C/c1ccccc1[N+](=O)[O-]	/	/	/	/	/	-4.9%	/	/	i	7.8	754	-0.548	-0.21	0.368	-0.185	/	/	-0.2	1272
CCOC(=O)N1CCN(CCC(=O)Nc2cc(OC)ccc2OC)CC1	2.7	1.5	6.3	-12.0	-1.8	0.5%	i	7.4	i	1.7	708	-0.107	-0.333	-0.553	0.659	0.99	1348	0.3	1566
Cc1nn(Cc2ccc(Cl)cc2Cl)c(C)c1NC(=O)Cn1nc([N+](=O)[O-])c(Cl)c1C	3.4	2.5	6.0	-6.5	8.4	-24.1%	i	-0.8	i	-8.4	744	-0.0107	-0.142	0.133	0.331	0.2	1296	2.7	1170
CCCCC(O)(C(NC=O)C(=O)OC)C(F)(F)F (stereo not drawn)	2.6	0.3	11.2	18.9	10.7	1.4%	i	1.1	i	2.6	581	0.344	-0.22	0.312	-0.338	-0.16	1686	0.1	1022
CCCn1c(SCC(=O)Nc2cc(S(=O)(=O)N3CCOCC3)ccc2Cl)n[nH]c1=O	1.2	3.4	12.1	-11.2	-12.6	3.1%	i	-6.7	i	8.0	596	-0.438	-0.309	-0.578	0.305	0.16	1233	2.3	455

Full records, quoted from the list:
CCCn1c(SCC(=O)Nc2cc(S(=O)(=O)N3CCOCC3)ccc2Cl)n[nH]c1=O reads MT stabilize HCS = 1.2; MT stabilize HCS Hoechst-high % = 3.4; MT stabilize HCS cytotoxicity % = 12.1; WT yeast gro inh = -11.2; WT yeast gro inh mutant strain = -12.6; HEK293 NOD2/NF-kB = 3.1%; Autophagy mod = i; Autophagy mod cell loss 18 h = -6.7; Yfh1-off respiration = i; Lipid droplet = 8.0; Lipid droplet cells 6.5 µM = 596; Dynein transport = -0.438; Dynein transport cytoplasmic EGFP = -0.309; Dynein transport nuclear GR-EGFP = -0.578; Dynein transport cell count = 0.305; Ins promoter up = 0.16; Ins promoter up cell count = 1233; bCat nuc transl = 2.3; bCat nuc transl cell count 5 µM = 455
CCOc1ccc(NC(=O)CSc2nnc(C)n2CC2CCCO2)cc1 (stereo not drawn) reads MT stabilize HCS = 2.0; MT stabilize HCS Hoechst-high % = 0.8; MT stabilize HCS cytotoxicity % = 8.5; WT yeast gro inh = -5.3; WT yeast gro inh mutant strain = 0.5; HEK293 NOD2/NF-kB = 10.1%; Autophagy mod = i; Autophagy mod cell loss 18 h = -3.6; Yfh1-off respiration = i; Lipid droplet = 0.6; Lipid droplet cells 6.5 µM = 760; Dynein transport = 1.82; Dynein transport cytoplasmic EGFP = 0.0247; Dynein transport nuclear GR-EGFP = 1.14; Dynein transport cell count = -1.33; Ins promoter up = -0.58; Ins promoter up cell count = 895; bCat nuc transl = -1.3; bCat nuc transl cell count 5 µM = 1205
